Assay outcomes (PubChem)
RGS4 inh = Inhibitors of Regulator of G Protein Signaling (RGS) 4: qHTS. Regulator of G-protein signaling 4 (Homo sapiens), P49798. Transcreener GDP fluorescence polarization, RGS4-accelerated GTP hydrolysis. Potency, µM (doses to about 114 µM), for the others: at the highest dose activity change, negative = inhibition, usual class: inhibitors. 0.039% of 390,000 active. AID 504845, 2011; note: potency is the fitted concentration of half-maximal effect; % is set by controls: 0 for no effect and ±100 for the full control effect; nearly all actives have a fitted effect of over 75% in size; some results filed as inactive show a strong effect at the top dose
Target sequence (P49798 whole entry, looked up): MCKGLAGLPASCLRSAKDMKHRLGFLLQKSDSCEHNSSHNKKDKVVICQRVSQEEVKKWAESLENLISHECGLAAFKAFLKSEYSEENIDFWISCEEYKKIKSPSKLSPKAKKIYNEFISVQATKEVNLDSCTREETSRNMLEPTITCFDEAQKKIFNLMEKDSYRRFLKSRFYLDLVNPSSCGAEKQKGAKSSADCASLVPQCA
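MLSMR compounds (23 nl, pin-transferred) preincubated 10 min at room temperature with a 500nM (2x) first reagent, then RGS4 at 900nM (2x) plus Transcreener GDP mix added; fluorescence polarization (620/688 nm) read before and after 90 min at 30 °C.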
LDHA block = qHTS assay for inhibitors of human lactate dehydrogenase | activity change, % (values are at about 110 or 230 µM) | 0.15% of 480,000 active | purified LDHA, NADH/diaphorase-resazurin fluorescence; stronger effect = lower value | AID 1347041, 2019; in the data active = activity change below about -30%; inconclusive = mostly about -25% to -30%;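 note: plate controls were DMSO wells for no effect and wells without enzyme for full effect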
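Human LDH5 (2 nM) was incubated with 0.06 mM NADH and 0.2 mM pyruvate for 5 min at room temperature in Tris pH 7.4. Remaining NADH was coupled through diaphorase/resazurin, and resorufin fluorescence was read at 0 and 20 min.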
ERG-DNA inh = qHTS for Small Molecule Inhibitors of the ERG Ets/DNA interaction. 0.028% of 370,000 active. Potency, µM (highest dose often 76.9 µM), without a hit: at the highest dose FP activity, negative = inhibition, actives largely listed as inhibitors. fluorescence polarization, His-ERG Ets domain / labelled DNA; active = well fitted inhibition curve with a large enough effect in the polarisation, with a control signal flat; inconclusive = small, poorly fitted or top-dose-only effect, or effect the other way, or a change in a side signal; inactive = no such curve, though single readings can be large or run the other way; the % refers to the polarisation;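 note: polarization taken with two DNA probes labelled with fluorescein and Texas red; potency is the fitted concentration of half-maximal effect; % of control where 0% means no effect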
Target sequence (P11308 whole entry, looked up, the tested form may be a part): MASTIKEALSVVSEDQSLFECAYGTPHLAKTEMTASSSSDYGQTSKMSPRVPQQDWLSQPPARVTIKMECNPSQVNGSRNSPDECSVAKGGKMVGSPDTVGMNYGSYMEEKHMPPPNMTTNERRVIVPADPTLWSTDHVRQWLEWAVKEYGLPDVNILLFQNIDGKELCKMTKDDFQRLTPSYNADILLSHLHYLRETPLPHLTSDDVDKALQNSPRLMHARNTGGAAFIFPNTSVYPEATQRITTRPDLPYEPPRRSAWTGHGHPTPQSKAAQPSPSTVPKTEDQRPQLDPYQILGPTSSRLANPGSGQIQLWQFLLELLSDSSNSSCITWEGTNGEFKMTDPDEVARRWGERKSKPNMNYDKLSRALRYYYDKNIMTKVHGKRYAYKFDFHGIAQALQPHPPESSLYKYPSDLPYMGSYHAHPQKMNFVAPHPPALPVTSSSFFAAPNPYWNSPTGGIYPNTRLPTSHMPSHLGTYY
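His-tagged ERG Ets domain (1 uM in the protein solution; 300mM KCl, 50mM Tris-HCl, 1mM EDTA, 1mM DTT, pH 7.5) received compound, then a probe mix of 5 nM fluorescein-DNA and 100nM Texas-615-DNA. Fluorescence polarization was read for both dyes.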
ALOX12 inh = Primary qHTS assay for inhibitors of human arachidonate 12S-lipoxygenase (ALOX12): Round 2 | Potency, µM (doses to about 108 µM), for the others: at the highest dose activity change, negative = inhibition, actives largely listed as inhibitors | purified 12hLO, xylenol orange hydroperoxide absorbance | 1.1% of 580,000 active; note: potency is the fitted concentration of half-maximal effect; % is set by controls: 0 for no effect and ±100 for the full control effect
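Hydroperoxide product was detected by ferrous iron/xylenol orange as the 573 to 405 nm absorbance ratio. Arachidonic acid at 40 uM (final) was turned over for 30 min at room temperature by 150 nM human 12hLO, pH 7.0 Hepes buffer, after 15 min compound preincubation.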
Vif-A3F inh = qHTS for Inhibitors of Vif-A3F Interactions: qHTS. HeLa A3F-eYFP + Vif (tagged APOBEC3F with the HIV-1 protein that degrades it), YFP fluorescence increase. Potency, µM (highest dose often 46.1 µM), for the others: top-dose activity, negative = active. 0.2% of 390,000 active. AID 602313, 2012; note: potency is the fitted concentration of half-maximal effect; % of control where 0% means no effect; nearly all actives have a fitted effect of over 65% in size
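Fluorescence increase (Ex 488/Em 500-530) after overnight compound treatment at 37 deg C flags inhibition of Vif-driven A3F-eYFP loss in stable HeLa A3F-eYFP/Vif cells seeded overnight beforehand.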
D2 agonist = HTS Assay for Allosteric Agonists of the Human D2 Dopamine Receptor: Primary Screen for Agonists. D(2) dopamine receptor (Homo sapiens), P14416. activation, % at 2 µM. 0.53% of 340,000 active. HEK293 T-REx D2 cells, calcium flux agonist mode;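 active = activation over 3 SD above normal in the single-dose calcium agonist read, cut at about 30% in these data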; note: 0% is about no effect
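Calcium-flux readout, 1 cycle/sec over 180 s following compound pin transfer, in inducible HEK293 Trex D2 cells (force-coupled); dopamine controls included. Positive calcium responses during this window marked compounds as potential agonists.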
Vif-APOBEC3G blk = qHTS for Inhibitors of Vif-A3G Interactions: qHTS; HeLa A3G-eYFP + Vif (tagged APOBEC3G with the HIV-1 protein that degrades it), YFP fluorescence, overnight; Potency, µM (top dose mostly 46.1 µM), without a hit: at the top dose activity, negative = active, hits mostly inhibitors; 0.076% of 410,000 active; AID 602310, 2012;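 note: potency is the fitted concentration of half-maximal effect; % is set by controls: 0 for no effect and ±100 for the full control effect; nearly all actives have a fitted effect of over 60% in size; hits raise eYFP signal because A3G escapes Vif-driven loss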
Target sequence (Q9HC16 whole entry, looked up): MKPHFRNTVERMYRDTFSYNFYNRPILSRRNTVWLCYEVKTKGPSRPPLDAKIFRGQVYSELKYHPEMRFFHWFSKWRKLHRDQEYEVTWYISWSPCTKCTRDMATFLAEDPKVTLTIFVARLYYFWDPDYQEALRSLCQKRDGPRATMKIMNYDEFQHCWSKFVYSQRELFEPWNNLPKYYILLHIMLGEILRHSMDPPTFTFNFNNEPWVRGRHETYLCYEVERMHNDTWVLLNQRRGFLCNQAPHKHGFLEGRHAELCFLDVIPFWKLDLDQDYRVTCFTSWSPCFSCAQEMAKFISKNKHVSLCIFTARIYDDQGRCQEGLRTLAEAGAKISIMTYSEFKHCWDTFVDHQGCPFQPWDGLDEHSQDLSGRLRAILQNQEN
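HeLa cells stably expressing Vif and C-terminally eYFP-tagged A3G, seeded overnight at 37 deg C, then exposed to compound by pintool overnight at 37 deg C. Rise in yellow fluorescence (Ex 488/Em 500-530, Acumen) marks blocked Vif-driven A3G degradation.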
Glioma ERSR ind = qHTS for Inducers of the Endoplasmic Reticulum Stress Response (ERSR) in Human Glioma: qHTS; Potency, µM, for the others: at the top dose activation, most hits filed as activators; U87-MG GRP78 promoter luciferase reporter, 16 h; 0.02% of 420,000 active; note: potency is the fitted concentration of half-maximal effect; series mostly up to about 76 µM; % of control where 0% means no effect; nearly all actives have a fitted effect of over 35% in size
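Stably transfected U87-MG human glioma cells carrying a GRP78-based luminescent sensor were seeded at 1000 cells/well, pin-dosed with compounds and incubated 16 h. Luciferase reagent was then added, and end-point luminescence was read after 10 min at room temperature.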
D2 antagonist = HTS Assay for Allosteric Antagonists of the Human D2 Dopamine Receptor: Primary Screen for Antagonists. D(2) dopamine receptor (Homo sapiens), P14416. HEK293 TREx D2 cells, calcium flux, dopamine EC80. inhibition, % at 10 µM. 2% of 340,000 active. AID 485344, 2010; in the data active = inhibition above about 30%; note: 0% is about no effect
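Tetracycline-induced HEK293 TREx cells expressing D2 receptor forced-coupled to calcium signalling, loaded with no-wash calcium dye. Compounds added and calcium flux read 180 s, then dopamine added at EC80 and read a further 180 s.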
The depositor's hits bear a star; ? = inconclusive; / = not tested or not shown; [ ] = another dose, or the depositor's remark. Unless noted, calls come from the whole dose curve; as a rule, active = well fitted curve in the direction sought with a large enough effect; inconclusive = small, poorly fitted or top-dose-only effect, or another doubt; inactive = no such curve, though single readings can be large; an effect the other way counts as inactive or inconclusive. Some of the compounds tested (hit frequency here may not be typical).

SMILES	RGS4 inh	LDHA block	ERG-DNA inh	ALOX12 inh	Vif-A3F inh	D2 agonist	Vif-APOBEC3G blk	Glioma ERSR ind	D2 antagonist
COc1ccc(NC(=O)c2cc(C)cc(C)c2)cc1[N+](=O)[O-]	20%	-5	-4%	15%	-3%	-2.1	0%	2%	-13
O=S(=O)(Nc1cccc2cccnc12)c1ccc2ccccc2c1	9%	1	/	/	/	/	3%	?	/
COc1ccc(NC(=O)CCS(=O)(=O)c2ccc3c(c2)n(C)c(=O)c(=O)n3C)cc1Cl	-7%	-1	2%	0%	/	0.6	/	/	/
Cc1ccc(CS(=O)Cc2ccc(C(=O)N3CCN(C4CCCCC4)CC3)o2)cc1 (centres undefined)	-29%	3	9%	-2%	2%	-0.8	0%	-6%	0
O=C(CCN1c2ccccc2Sc2ccccc21)Nc1ccccc1	21%[11.4 µM]	3	0%	0%	3%	/	9%	-6%	/
CCc1ccc([C@@H]2C[C@H]3[C@@H](CN2S(=O)(=O)c2ccc(C)cc2)C(=O)C[C@@H](c2ccc(C)cc2)N3S(=O)(=O)c2ccc(C)cc2)cc1	/	-2	/	-6%	-16%	/	-6%	-4%	/
CCc1ccc(N(CC(=O)NCc2ccc(OC)cc2)C(=O)CCC(=O)Nc2ccccn2)cc1	-23%	-7	-5%	1%	-3%	-0.5	1%	5%	9
O=C1CCCC2=C1C(c1ccc(O)c(O)c1)Nc1ccc3ncccc3c12 (centres undefined)	-34%	2	1%	?	15%	5.6	-2%	0%	1
O=C(c1ccco1)N1CCN(C(=O)c2cnn3c(C(F)(F)F)cc(-c4cccs4)nc23)CC1	4%	-4	/	-26%	-6%	-0.2	0%	0%	20
COc1ccc2cc(N3CCCC3=O)ccc2c1	-11%	-4	-19%	-7%	-11%	/	2%	-5%	/
CCCOc1cccc(C2C(C(=O)c3ccco3)=C(O)C(=O)N2CCCn2ccnc2)c1 (centres undefined)	-12%	3	0%	13%	11%	0.1	-4%	3%	5
Cc1ccc(C)c2[nH]c(=O)c(C(c3nnnn3CCc3ccccc3)N3CCOCC3)cc12 (centres undefined)	14%	-2	2%	12%	-13%	-0.2	-4%	0%	17

Structures shown so far containing nitrogen in an aromatic ring, in the order listed:
SMILES	RGS4 inh	LDHA block	ERG-DNA inh	ALOX12 inh	Vif-A3F inh	D2 agonist	Vif-APOBEC3G blk	Glioma ERSR ind	D2 antagonist
O=S(=O)(Nc1cccc2cccnc12)c1ccc2ccccc2c1	9%	1	/	/	/	/	3%	?	/
COc1ccc(NC(=O)CCS(=O)(=O)c2ccc3c(c2)n(C)c(=O)c(=O)n3C)cc1Cl	-7%	-1	2%	0%	/	0.6	/	/	/
CCc1ccc(N(CC(=O)NCc2ccc(OC)cc2)C(=O)CCC(=O)Nc2ccccn2)cc1	-23%	-7	-5%	1%	-3%	-0.5	1%	5%	9
O=C1CCCC2=C1C(c1ccc(O)c(O)c1)Nc1ccc3ncccc3c12 (centres undefined)	-34%	2	1%	?	15%	5.6	-2%	0%	1
O=C(c1ccco1)N1CCN(C(=O)c2cnn3c(C(F)(F)F)cc(-c4cccs4)nc23)CC1	4%	-4	/	-26%	-6%	-0.2	0%	0%	20
CCCOc1cccc(C2C(C(=O)c3ccco3)=C(O)C(=O)N2CCCn2ccnc2)c1 (centres undefined)	-12%	3	0%	13%	11%	0.1	-4%	3%	5
Cc1ccc(C)c2[nH]c(=O)c(C(c3nnnn3CCc3ccccc3)N3CCOCC3)cc12 (centres undefined)	14%	-2	2%	12%	-13%	-0.2	-4%	0%	17

Later entries:
SMILES	RGS4 inh	LDHA block	ERG-DNA inh	ALOX12 inh	Vif-A3F inh	D2 agonist	Vif-APOBEC3G blk	Glioma ERSR ind	D2 antagonist
COCCNC(=O)CN(C(=O)CCC(=O)Nc1ccccn1)c1ccc(C)cc1C	-13%	-2	73%[activator]	0%	-8%	0.0	-38%	-5%	-2
O=C(Cc1csc(NC(=O)Nc2ccc(Cl)cc2)n1)NCc1cccnc1	-16%	-6	1%	?	0%	-0.5	0%	2%	5
O=C(CNC(=O)c1cccc(-n2cccc2)c1)Nc1ccccc1Br	/	1	/	-2%	6%	/	-5%	-1%	/
COc1ccccc1C(=O)NCC(=O)NCCCN1CCOCC1	22%	-12	-7%	1%	-5%	0.2	-1%	-1%	-24
Nc1cc(S(=O)(=O)Nc2ccc(Cl)cc2)ccc1N1CCOCC1	?	-14	-4%	45µM*	-6%	2.6	-6%	-3%	-15
Cc1cccc(-c2nc3c(c(SCC(=O)N4CCCC4)n2)COC(C)(C)C3)c1	-5%	0	-7%	-2%	0%	0.3	0%	-1%	-9
COc1cccc(-n2c(CN3CCN(c4ccccn4)CC3)nc3ccc([N+](=O)[O-])cc3c2=O)c1	1%	-3	-22%	-1%	10%	28	2%	-1%	7
CSc1nc2nccc(-c3ccc(Oc4ccccc4)cc3)n2n1	-37%	-4	-1%	15%	0%	0.7	-11%	3%	14
O=C(Nc1ccc(Oc2c(F)c(F)c(F)c(F)c2F)cc1)OC1CCN2Cc3ccccc3N=C12 (centres undefined)	-27%	1	-1%	/	?	9.8	-24%	19%	-16
CNC(=O)c1sc(Nc2ccc(OCc3ccccc3)cc2)nc1C	-6%	-3	-5%	-3%	14%	-0.6	-6%	0%	-7
COc1cccc(N(C(=O)c2snc(C(N)=O)c2N)C(C(=O)NCc2ccccc2)c2ccc(O)cc2)c1 (centres undefined)	2%	-1	-1%	-4%	11%	-0.6	0%	-4%	-3
CC1CN(C(=O)N2CCC(C(=O)NCc3ccco3)CC2)c2ccccc2O1 (centres undefined)	10%	-10	-4%	3%	0%	0.3	0%	-2%	/
CC(=O)Nc1ccc(NS(=O)(=O)c2ccc(-c3csc(C)n3)s2)cc1	-13%	-5	10%	?	15%	0.2	0%	1%	12
O=C(Nc1ccc(F)cc1)c1ccc2ncsc2c1	-29%	-5	-3%	?	2%	-0.1	0%	-4%	18
COc1ccc(C(CC(=O)O)NS(=O)(=O)c2ccc3c(c2)N(C(C)=O)CC(C)O3)cc1 (centres undefined)	-17%[56.9 µM]	-7	5%	2%	-7%	-0.6	0%	-6%	1
CC1=C(C(=O)NC(C)c2ccccc2)C2(CCC(C)CC2)OC1=O (centres undefined)	15%[56.9 µM]	-2	1%	0%	2%	0.4	7%	-3%	-1
O=[N+]([O-])c1ccc(N2CCN(c3ccc(F)cc3)CC2)nc1	?	-13	3%	1%	-3%	-0.6	0%	1%	16
CCOC(=O)c1c(-c2ccc(C)cc2)csc1NC(=O)CCN1CC(C)OC(C)C1 (centres undefined)	-6%	-11	-9%	?	0%	-0.9	-8%	-2%	-8
Cc1cc(S(=O)(=O)NCc2cccs2)ccc1-n1cnnn1	-25%	-8	-8%	-6%	3%	0.3	1%	-2%	-10
COCCN(C(=O)CSc1nnc(-c2ccccc2F)o1)c1c(N)n(Cc2ccccc2)c(=O)[nH]c1=O	/	-1	/	-15%	-2%	/	0%	2%	/
CCOC(=O)Cn1c(=O)oc2cc(S(=O)(=O)N3CCN(c4cccc(Cl)c4)CC3)ccc21	-4%	2	4%	-11%	-18%	0.0	1%	-5%	/
COCCCC1CCN(C(=O)C2CCC(=O)N(CCCc3ccccc3)C2)CC1 (centres undefined)	/	-4	/	-9%	4%	/	-1%	1%	/
CCOc1ccc(NC(=S)NCCCN2CCN(c3ccc(OC)cc3)CC2)cc1	11%	1	-4%	-6%	15%	5.3	3%	-4%	-3
C/C(=N/NS(C)(=O)=O)c1ccc2ccccc2c1	9%	-2	-5%	-27%	-3%	0.8	-1%	-2%	16
COC(=O)C1=C(C(=O)OC)[C@@H]2N(Cc3ccccc3)c3ccccc3[C@@]23C[C@@H](C(=O)OC)N(C(=O)c2ccc(Br)cc2)C3=N1	-4%	6	5%	/	2%	3.2	-13%	-3%	-9
C/C(=N\NC(=S)NC1CCCCC1)c1c(F)cccc1F	-5%	-6	3%	?	?	0.1	-1%	-2%	-13
O=C(CSc1nc2ccccc2n1CC(=O)N1CCCC1)Nc1nccs1	-22%	2	1%	-30%	5%	1.3	0%	1%	7
O=C(Nc1cc(-c2ccccc2)[nH]n1)c1ccccc1	12%	-11	-11%	0%	6%	0.0	0%	?	-1
CN(CCOc1ccccc1)C(=O)C1CCN(C(=O)c2ccc(F)cc2)CC1	-14%	-6	-8%	-29%	11%	0.1	2%	-3%	-22
